Compound activity: PubChem, The Scripps Research Institute Molecular Screening Center
DDE Tn6 FP inh: DD(E)-Tn6 binding inhibition, primary FP screen; P02675; Fibrin DD(E) TRITC-Tn6 fluorescence polarization displacement; inhibition, % at 8.3 µM; 370,000 tested, 0.21% active;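 active = inhibition above a per-campaign cutoff: mean of compounds within control limits plus 3 SD, cut at about 15% in these data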;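 also: 0% = median of all compound wells on the plate and 100% = blocking peptide control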
ADAM17 inh: ADAM17 inhibition, QFRET primary screen; AID 720648; inhibition, % at 6.95 µM; recombinant ADAM17, EDANS/DABCYL FRET peptide cleavage; P78536; 370,000 tested, 0.83% active;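 active = inhibition above the mean of compounds lying between control limits plus 3 SD, set per campaign, cut at about 8.5% in these data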;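 also: 0% = DMSO-only wells as the low control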
PLCb3 inh: PLC-beta3 (human) inhibition, primary screen; Purified PLC-beta3, fluorogenic substrate, fluorescence; 370,000 tested, 0.18% active; inhibition, % at 12.2 µM; in the data active = inhibition above about 11%;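 also: 0% = median of compound wells on plate and 100% = full blocker control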
SIAE primary: blocks human sialic acid acetylesterase; Q9HAT2; SIAE FP-Rh probe binding, fluorescence polarization; inhibition, % at 9.66 µM; 370,000 tested, 0.69% active; AID 1053197;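 active = inhibition above a cutoff: mean of compounds within the control limits plus 3 SD of those, cut at about 17% in these data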;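 also: 0% = plate median of compound wells and 100% = probe without SIAE protein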
ASAP1 inh: blocks human ASAP1-stimulated Arf1 GTP hydrolysis | Q9ULH1 | GDP FP detection | inhibition, % at 16.5 µM | AID 624377 | 360,000 tested, 0.19% active; in the data active = inhibition above about 25%;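 also: 0% = vehicle with enzyme and substrate and 100% = no enzyme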
ADAM10 inh: inhibits human ADAM10 | recombinant ADAM10, EDANS/DABCYL FRET peptide cleavage, 3 h | O14672 | 370,000 tested, 0.62% active | inhibition, % at 7 µM;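 active = inhibition above a per-campaign cutoff equal to the mean of compounds falling between control-based bounds plus 3 SD, cut at about 20% in these data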;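 also: 0% = DMSO wells while the 100% control is not disclosed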
PLCg1 inh: inhibitors of human phospholipase C gamma1. P19174. purified PLC-gamma1, fluorogenic substrate, fluorescence. inhibition, % at 12.2 µM. 370,000 tested, 0.84% active; in the data active = inhibition above about 9.5%
ARFGAP1 inh: inhibitors of rat ARFGAP1; 360,000 tested, 0.26% active; Q62848; Arfgap1-stimulated ARF1 GTP hydrolysis, GDP FP detection; AID 651572; inhibition, % at 16.5 µM;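 active = inhibition above a per-plate limit, mean inhibition of low control wells plus 3 SD, cut at about 25% in these data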;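 also: 0% = DMSO wells with enzyme and 100% = wells lacking Arfgap1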
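material = rat Arfgap1 catalytic domain, aa 1-136 | also added = human ARF1(Δ1-17)-GTP substrate | compound dosing = one concentration, 16.5 µM, DMSO 1.26% | times = GTP hydrolysis reaction 2 h at 25 °C | measured by = FP, GDP Alexa 633 tracer displaced from anti-GDP antibody, 620/688 nm | evaluation = percent inhibition of Arfgap1-stimulated GTP hydrolysis | replication = single well per compound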
TDP2 absorb: blocks human TDP2 phosphodiesterase activity; recombinant TDP2, T5PNP hydrolysis, p-nitrophenol absorbance 415 nm; inhibition, % at 12.8 µM; 370,000 tested, 0.34% active;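 active = inhibition above the mean of all tested compounds plus 3 SD, set per campaign, cut at about 25% in these data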;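 also: 0% = DMSO with enzyme and 100% = buffer with substrate but no TDP2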
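System: recombinant human TDP2 / Amount: 120 nM TDP2 per well / Also added: 5 mM T5PNP chromogenic substrate / Doses: 12.8 µM single point, 1% DMSO / Incubation: 2 h at 37 °C / Detection: p-Nitrophenol epi absorbance / Evaluation: % inhibition relative to enzyme-containing and enzyme-free wells / Repeats: singlicate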
DDE Tn7 FP inh: DD(E)-Tn7 binding inhibition, primary FP screen; AID 720508; inhibition, % at 8.3 µM; FP displacement of FITC-Tn7 peptide from fibrin DD(E); 0% = median of compound wells per plate; 370,000 tested, 0.13% active;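 active = inhibition above the mean of compounds falling within the control limits plus 3 SD of them, cut at about 14% in these data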;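 also: 0% = plate median of compound wells and 100% = 10 µM Aha-Tn7 peptide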
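System: human fibrin DD(E); quantity: Fibrin-DD(E) at 2 µM final; also added: fluorescent Tn7 probe at 0.1 µM; compound dosing: single nominal test concentration of 8.3 µM per compound; schedule: 10 min preincubation, 3 h with tracer, room temperature; detection: fluorescence polarization of the labelled Tn7 tracer; repeats: one replicate per compound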
Numbers without * were called inactive. Hits appear at their usual frequency; 3.6% or so of the library scored in one or more.

SMILES	DDE Tn6 FP inh	ADAM17 inh	PLCb3 inh	SIAE primary	ASAP1 inh	ADAM10 inh	PLCg1 inh	ARFGAP1 inh	TDP2 absorb	DDE Tn7 FP inh
CCc1cccc(N(C(=O)c2csnn2)C(C(=O)NC2CCCCC2)c2ccncc2)c1 (stereo not drawn)	2	-4	0	-1	-1	-11	9	10	-20	3
Cc1ccc(N=C2NC(=O)c3cc([N+](=O)[O-])ccc32)cc1	0	1	1	10	-6	-4	3	7	-14	1
NC(N)=NC(N)=Nc1ccccc1	-1	-6	-5	10	0	-11	0	6	11	6
O=C(c1ccco1)N1N=C(c2cccs2)CC1c1ccco1 (stereo not drawn)	4	-3	-15	-2	-13	6	-12	-10	-5	5
CCCCNC(=O)CNC(=O)c1nn(-c2ccc(OC)cc2)c(=O)c2ccccc12	7	-4	-63	-6	-1	4	-36	3	1	-2
O=C(NCCOc1ccc(Cl)cc1)C1CC(=O)N(c2ccc3c(c2)OCCO3)C1 (stereo not drawn)	-1	2	-8	6	-4	1	-6	7	-6	6
Cc1cc(C(F)(F)F)nn1CC(=O)Nc1ccc(Br)c2cccnc12	-9	-4	3	1	-4	1	1	8	4	-3
O=C(NC1CC1)c1c(O)c2ccccc2[nH]c1=O	11	-3	-5	7	3	-7	3	2	-3	-3
CCCc1[nH]nc2c1C(c1c(C)nn(-c3ccccc3)c1Cl)C(C#N)=C(N)O2 (stereo not drawn)	12	1	8	3	22	-11	-6	2	-1	-2
C[C@@H]1CN([C@@H](C)CO)C(=O)c2cc(NC(=O)Nc3ccc4c(c3)OCO4)ccc2O[C@@H](C)CCCCO[C@@H]1CN(C)CC1CCCCC1	-5	5	-9	12	-9	-3	-4	12	-5	0

Entries of single compounds, quoted from the list. Order of values: DDE Tn6 FP inh, ADAM17 inh, PLCb3 inh, SIAE primary, ASAP1 inh, ADAM10 inh, PLCg1 inh, ARFGAP1 inh, TDP2 absorb, DDE Tn7 FP inh
CCCc1[nH]nc2c1C(c1c(C)nn(-c3ccccc3)c1Cl)C(C#N)=C(N)O2 (stereo not drawn) is listed with 12, 1, 8, 3, 22, -11, -6, 2, -1, -2
O=C(c1ccco1)N1N=C(c2cccs2)CC1c1ccco1 (stereo not drawn) is listed with 4, -3, -15, -2, -13, 6, -12, -10, -5, 5

Later entries
SMILES	DDE Tn6 FP inh	ADAM17 inh	PLCb3 inh	SIAE primary	ASAP1 inh	ADAM10 inh	PLCg1 inh	ARFGAP1 inh	TDP2 absorb	DDE Tn7 FP inh
COc1cccc(-c2cc(C(=O)Nc3cccnc3)no2)c1	9	-3	-2	0	-24	-6	-1	-5	-1	1
O=C(c1ccc(Cl)cc1Cl)c1ncc(C(F)(F)F)cc1Cl	-1	-5	0	2	0	-2	1	4	15	-2
O=C(NC1CCCCC1)C(=S)N1CCCC1	0	-6	-7	5	3	-9	2	-12	6	2
CCC(=O)c1ccc(OCC(=O)Nc2cc(S(=O)(=O)N3CCCCC3)ccc2N2CCN(CC)CC2)cc1	-2	-3	-7	3	10	-12	0	6	-8	-4
C=Cc1ccc2c(c1)N(C)C(=C)S2	-8	2	0	4	-2	8	5	3	4	2
O=C(NC1CC(=O)N(c2ccc(Cl)cc2)C1)C1CC1 (stereo not drawn)	-11	-1	-7	-3	-6	-8	0	3	-2	3
CCOc1ccc(Br)cc1S(=O)(=O)Nc1ncn[nH]1	0	2	1	0	14	0	2	2	-4	1
CSc1ccccc1C(=O)Nc1nc2ccccc2c(=O)[nH]1	1	-1	-2	4	0	-1	0	9	-7	-5
CCc1ccc(OCc2nnc(SCC(=O)NC3CCCCC3)o2)cc1	-7	1	-9	15	2	1	2	-9	2	2
CC(C)c1ccc(CN2CCSCC2)cc1	-4	1	-5	0	-4	-6	0	-7	9	-2
CC(=O)c1ccc(N2CCN(C(=S)Nc3ccccc3F)CC2)cc1	-6	-3	-3	1	-13	-8	-7	5	7	0
CCC(=O)NCc1cc(-c2nn(C)c(=O)c3ccccc23)ccc1C	-6	-4	2	-6	18	-6	2	-1	-6	4
O=C(CSc1nnnn1-c1cccnc1)Nc1cccc(Cl)c1	2	3	-6	-10	-5	4	2	0	-12	-8
Cc1ccc(OCc2nnc(N)s2)cc1	6	0	-2	-1	1	-2	0	-9	7	-1
Cc1ccc(NC(=O)c2ccc(N3CCCC3=O)cc2)cc1S(=O)(=O)N1CCCCC1	4	-3	-1	-2	13	4	0	4	13	-9
CCc1ccccc1NC(=O)C(Cc1cccc(OC)c1OC)c1nn[nH]n1 (stereo not drawn)	3	-3	2	3	-4	-4	1	4	4	1
O=C1[C@H]2CC3CCC2(O3)[C@@H]2OCCCN12 (stereo partly drawn)	1	0	-2	5	4	4	-1	-2	5	7
CCOC(=O)c1c(CN(CC)CC)n(-c2ccccc2)c2ccc(O)cc12	-9	2	-25	2	-3	-6	-11	8	-4	-5
O=C(CCN=C1NS(=O)(=O)c2ccccc21)OCC(=O)c1ccccc1Cl	7	4	-14	0	7	1	-2	12	-11	-2
CCOc1ccc(NC(=O)Nc2cc(C(C)C)c(O)cc2C)cc1	11	3	-7	10	4	6	-2	2	3	4
CC1(C)Cc2c(cnn2-c2ccc(F)cc2)C(NC(=O)c2ccco2)C1 (stereo not drawn)	0	0	-7	-3	-3	5	0	5	4	0
COc1cc2oc(=O)cc(-c3cccc(-c4cccc(C)c4)c3)c2c(OC)c1OC	0	-2	-118	-16	14	-17	-81	8	0	-5
O=C(/C=C/c1ccc(Cl)c(Cl)c1)NCc1ccco1	3	-4	-3	-3	-10	-9	-1	-1	-14	-2
COc1ccc(Nc2nc(C(=O)NCc3ccco3)cs2)cc1	-1	0	-2	14	0	3	4	-7	15	-1
Cc1ccc2c(C)c(C(=O)N3CCN(c4ncccn4)CC3)oc2c1C	-4	3	-7	-5	-3	7	-4	6	11	2
C=C1C(=O)[C@]23C[C@H]1CC[C@H]2[C@]1(C)[C@@H](O)CC[C@@](C)(C(=O)O)[C@H]1C[C@@H]3O	2	0	5	3	6	-5	1	-9	5	2
O=c1[nH][nH]c2c([N+](=O)[O-])ccc(F)c12	3	-1	4	0	11	4	3	3	2	-11
COc1ccc(S(=O)(=O)N2CCCC(C(=O)N3CCOCC3)C2)cc1OC (stereo not drawn)	3	-4	-3	-2	-5	-4	-3	1	8	-1
CCN(C(=O)COC(=O)/C=C/c1ccc(OC)c(OC)c1)c1c(N)n(Cc2ccccc2)c(=O)[nH]c1=O	-4	-21	-40	1	3	-68	-32	12	-6	9
O=c1cc(CO)oc2ccccc12	3	-6	-3	3	-2	-3	-2	10	3	-2
CCCCOC(=O)C1C2C=C[C@]3(CN(CCCOC)C(=O)[C@H]13)O2 (stereo partly drawn)	6	-1	-1	2	-7	6	0	-12	0	2
CN(Cc1ccccc1)C(=O)COc1ccccc1	-3	1	-4	3	4	2	0	-15	-3	1
CC(C)(O)C#Cc1ccc(C(=O)NCCc2ccc(S(N)(=O)=O)cc2)cc1	4	0	1	-4	-14	6	0	-3	11	0
O=C1Cc2cc(NS(=O)(=O)c3ccc(Cl)cc3)cc3c2N1CCC3	4	-2	-9	1	9	-3	-2	0	-5	-1
COc1cc(NC(=O)Nc2nc(C(N)Cc3ccc(C(F)(F)F)cc3)cs2)cc(OC)c1OC (stereo not drawn)	-14	8	8	-21	1	0	1	11	-5	-2
Cc1nc(C)n(CCNS(=O)(=O)c2ccc(C)c(C)c2)n1	5	3	-5	-7	3	10	1	-2	-8	-5
COc1ccc(OCCCC(=O)OCC(=O)Nc2ncc(Cl)cc2Cl)cc1	8	-4	-12	4	-8	-10	-3	5	7	-2
COc1ccc(C)cc1NS(=O)(=O)c1ccc2c(c1)N(C)CCO2	-6	-3	-8	4	2	2	0	-1	15	1
Cc1ccc(CSCC(=O)NCCCN2CCOCC2)cc1	2	-4	-2	7	-4	4	-2	-1	10	9
Cc1noc2ncnc(Oc3ccccc3Cl)c12	10	0	1	-8	4	3	2	2	-13	-5
Cn1c(NNC(=O)/C=C/c2ccc3c(c2)OCO3)cc(=O)n(C)c1=O	2	-23	-43	3	3	-53	-26	9	-1	3
CC(=O)c1c(C)nc(-c2ccc(Cl)cc2)nc1NC(=O)C(C)C	-1	0	3	2	10	2	1	4	-1	-3
Cc1cc(=O)oc2cc(OCCSCCN3CCOCC3)ccc12	3	-20	-17	3	-11	-58	-15	5	10	-1

Structural class: those above with an aryl methoxy group
SMILES	DDE Tn6 FP inh	ADAM17 inh	PLCb3 inh	SIAE primary	ASAP1 inh	ADAM10 inh	PLCg1 inh	ARFGAP1 inh	TDP2 absorb	DDE Tn7 FP inh
CCCCNC(=O)CNC(=O)c1nn(-c2ccc(OC)cc2)c(=O)c2ccccc12	7	-4	-63	-6	-1	4	-36	3	1	-2
COc1cccc(-c2cc(C(=O)Nc3cccnc3)no2)c1	9	-3	-2	0	-24	-6	-1	-5	-1	1
CCc1ccccc1NC(=O)C(Cc1cccc(OC)c1OC)c1nn[nH]n1 (stereo not drawn)	3	-3	2	3	-4	-4	1	4	4	1
COc1cc2oc(=O)cc(-c3cccc(-c4cccc(C)c4)c3)c2c(OC)c1OC	0	-2	-118	-16	14	-17	-81	8	0	-5
COc1ccc(Nc2nc(C(=O)NCc3ccco3)cs2)cc1	-1	0	-2	14	0	3	4	-7	15	-1
COc1ccc(S(=O)(=O)N2CCCC(C(=O)N3CCOCC3)C2)cc1OC (stereo not drawn)	3	-4	-3	-2	-5	-4	-3	1	8	-1
CCN(C(=O)COC(=O)/C=C/c1ccc(OC)c(OC)c1)c1c(N)n(Cc2ccccc2)c(=O)[nH]c1=O	-4	-21	-40	1	3	-68	-32	12	-6	9
COc1cc(NC(=O)Nc2nc(C(N)Cc3ccc(C(F)(F)F)cc3)cs2)cc(OC)c1OC (stereo not drawn)	-14	8	8	-21	1	0	1	11	-5	-2
COc1ccc(OCCCC(=O)OCC(=O)Nc2ncc(Cl)cc2Cl)cc1	8	-4	-12	4	-8	-10	-3	5	7	-2
COc1ccc(C)cc1NS(=O)(=O)c1ccc2c(c1)N(C)CCO2	-6	-3	-8	4	2	2	0	-1	15	1
